TRPC4 agonist: activators of mouse TRPC4 channel | Q9QUQ5 | HEK293 TRPC4beta/mu-opioid, Fluo4 calcium fluorescence; active compounds read high | B-score at 10 µM | 310,000 compounds, 0.49% hits | AID 2237;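 active = B-score above 5 SD of library B-scores, and initial fluorescence ratio not above library mean plus 5 SD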;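 note: positive B-score marks a calcium rise read as TRPC4 activation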
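Assay system: HEK293 stable line with TRPC4beta plus mu-opioid receptor; schedule: 45 min room-temperature Fluo4 loading, 110 s read; technique: kinetic Fluo4 calcium fluorescence; evaluation: integrated baseline-normalised fluorescence ratio, converted to per-well B score; controls: buffer (low) and maximal DAMGO (high)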
TRPC4 inh: TRPC4 (mouse) channel inhibition; B-score at 10 µM; Q9QUQ5; 300,000 compounds, 0.39% hits; HEK293 TRPC4beta/mu-opioid, DAMGO-evoked Fluo4 calcium flux; active compounds read low;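 active = B-score over 3 SD under the library average, no early fluorescence shift, positive overall ratio signal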
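Signal: kinetic Fluo4 fluorescence imaging of calcium influx. Material: stable TRPC4beta/mu-opioid receptor HEK293 cells. Probe or stimulus: DAMGO in two steps, submaximal then maximal.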
HIF activator: HIF pathway transcriptional activation. 300,000 compounds, 0.32% hits. U2OS HRE-luciferase reporter, luminescence; normalized: DMSO 0%, desferrioxamine 100%. activation, % at 7.5 µM (by protocol);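 active = mean activation of at least 10% of the iron chelator positive control signal, with at least half of replicates also reaching 10%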
SKKanGAS inh: blocks kanamycin growth of S. pyogenes SKKanGAS strain; BacTiter-Glo, 6 h; inhibition, % at 7.5 µM; 300,000 compounds, 1.3% hits;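 active = mean replicate score, as percent of positive control median, at least 50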;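 note: strain carries kanamycin resistance gene driven by streptokinase promoter and grows in 40 µg/ml kanamycin; loss of luminescence reflects streptokinase promoter inhibition or plain growth inhibition; 0% = median of DMSO wells and 100% = positive control at its reference dose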
IEC-6 tox: IEC-6 cytotoxicity, counter-screen for KLF5 inhibitors | luminescence viability | AID 1825 | inhibition, % at 5 µM | 290,000 compounds, 0.78% hits; in the data active = inhibition above about 22%;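 note: 0% = plate median of test compound wells and 100% = cytotoxic reference compound wells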
KLF5 inh: suppresses KLF5 promoter-driven expression; inhibition, % at 5 µM; DLD-1 KLF5 promoter-luciferase reporter, luminescence; 290,000 compounds, 0.23% hits;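 active = inhibition above a per-plate limit of that plate's mean compound inhibition plus 3 SD, cut at about 60% in these data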;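 note: 0% = DMSO wells and 100% = LY294002 at 200 µM; higher means less KLF5 promoter-driven luciferase light; inactives centre near -14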
TRPC4 potent: TRPC4 (mouse) allosteric potentiation. HEK293 TRPC4beta/mu-opioid, DAMGO EC20, Fluo-4 Ca2+ flux; active compounds read high. B-score at 10 µM. 310,000 compounds, 0.42% hits;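 active = B-score of calcium response area above 5 SD of library B-scores, with initial fluorescence ratio within 5 SD of library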;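 note: B-score of integrated fluorescence ratio over time as area under calcium response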
TRPC6 activator: activators of mouse TRPC6 channel. HEK293-TRPC6 membrane potential dye fluorescence; active compounds read high. B-score at 10 µM. 310,000 compounds, 0.13% hits. AID 2550;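 active = B-score of the integrated fluorescence ratio above library mean plus 3 SD, and starting fluorescence ratio within library mean plus 5 SD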;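 note: higher score means more depolarization so channel activation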
Target sequence (Q61143 whole entry, looked up): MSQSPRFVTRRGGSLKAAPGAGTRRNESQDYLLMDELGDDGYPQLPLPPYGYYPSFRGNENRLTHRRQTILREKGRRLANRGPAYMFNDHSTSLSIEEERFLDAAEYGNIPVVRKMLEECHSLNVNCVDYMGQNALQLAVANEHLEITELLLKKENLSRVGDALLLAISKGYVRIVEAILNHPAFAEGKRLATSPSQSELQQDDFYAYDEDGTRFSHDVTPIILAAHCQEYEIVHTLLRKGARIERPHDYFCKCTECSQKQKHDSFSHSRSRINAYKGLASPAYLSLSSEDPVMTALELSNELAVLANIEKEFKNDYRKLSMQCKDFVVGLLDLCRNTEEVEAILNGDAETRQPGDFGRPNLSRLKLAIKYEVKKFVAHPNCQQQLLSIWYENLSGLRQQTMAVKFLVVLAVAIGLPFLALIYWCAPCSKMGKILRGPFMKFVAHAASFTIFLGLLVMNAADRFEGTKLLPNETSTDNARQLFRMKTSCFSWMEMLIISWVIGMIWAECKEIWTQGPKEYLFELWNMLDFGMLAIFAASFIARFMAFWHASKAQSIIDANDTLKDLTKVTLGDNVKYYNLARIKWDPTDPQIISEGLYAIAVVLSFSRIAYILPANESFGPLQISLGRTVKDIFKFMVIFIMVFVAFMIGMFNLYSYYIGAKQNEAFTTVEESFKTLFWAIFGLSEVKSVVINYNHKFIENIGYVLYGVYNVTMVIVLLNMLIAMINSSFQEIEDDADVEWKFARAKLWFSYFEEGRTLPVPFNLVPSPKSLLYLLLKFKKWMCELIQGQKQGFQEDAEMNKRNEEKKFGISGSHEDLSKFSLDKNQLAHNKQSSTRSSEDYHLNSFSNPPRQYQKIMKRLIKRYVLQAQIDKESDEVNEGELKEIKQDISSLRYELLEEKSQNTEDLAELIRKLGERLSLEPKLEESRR
TRPC6 inh: mouse TRPC6 channel inhibition; HEK293-TRPC6, membrane potential dye, ACh-evoked depolarization; active compounds read low; 310,000 compounds, 1.1% hits; Q61143; B-score at 10 µM;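 active = B-score under library mean minus 3 SD, initial fluorescence not abnormally high, positive integrated signal ratio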;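 note: B-score derived from integrated fluorescence ratio over the kinetic read; more negative B-score means stronger inhibition of depolarization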
aSyn 5UTR inh: 5' untranslated region of α-synuclein, MLPCN primary screen; 300,000 compounds, 0.82% hits; alpha-synuclein 5'UTR reporter, inhibitor activity; inhibition, % (tested at 7.5 µM); AID 1813; in the data active = inhibition above about 60%;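 note: H4 neuroglioblastoma cells stably carrying SNCA 5'UTR luciferase fusion; 0% = DMSO wells and 100% = positive control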
MrgX1 antagonist: blocks BAM8-22 activation of human MrgX1 receptor; MRGX1-HEK293 calcium flux, Fluo-4, BAM8-22 antagonism; active compounds read low; B-score at 10 µM; 310,000 compounds, 1.3% hits; AID 588676;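 active = calcium-response B-score plate-corrected more than 3 library SD below zero, starting fluorescence within 5 deviations, no agonist response on first addition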;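 note: peak minus trough fluorescence over baseline after final BAM8-22 challenge near maximal dose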
Numbers without * were called inactive; i = inactive; / = not tested or not shown.

SMILES	TRPC4 agonist	TRPC4 inh	HIF activator	SKKanGAS inh	IEC-6 tox	KLF5 inh	TRPC4 potent	TRPC6 activator	TRPC6 inh	aSyn 5UTR inh	MrgX1 antagonist
CCOc1ccc(C(=O)Nc2ccc(N3CCCC3)cc2)cc1	i	i	-0.1	-3	4	1	i	i	i	19	i
CC1CCCCN1C(=O)NC12CC3CC(CC(C3)C1)C2 (stereo not drawn)	i	i	-0.4	-4	0	-1	i	i	i	20	i
CC(=O)N1CCN(c2ccc(NS(=O)(=O)c3ccc(C)cc3)cc2)CC1	i	i	-0.5	1	2	-26	i	i	i	-1	i
CC(=O)OC1CCC2C3CCC4=CC(=O)CCC4(C)C3CCC2(C)[C@]1(C)O (stereo partly drawn)	i	i	0.9	0	/	/	i	i	i	-4	i
Fc1ccc(N2CCN(Cc3ccccn3)CC2)cc1	i	i	0.7	11	-2	-11	i	i	i	-24	i
COc1ccc(NC(=S)N2CCN(C(=O)c3ccco3)CC2)c(OC)c1	i	i	1.9	1	5	-17	i	i	i	8	i
COc1ccc(NS(=O)(=O)c2cccc(C(=O)NCC(c3ccccc3)N(C)C)c2)cc1 (stereo not drawn)	i	i	0.3	-6	/	/	i	i	i	-21	-5*
CCN(CC)C1=N/C(=C\c2ccc(OC)cc2)C(=O)N1c1ccccc1	i	i	0.0	-8	4	13	i	i	i	19	i
COc1ccccc1Cn1c(C)nnc1-c1cnn(C)c1N	i	i	0.1	-11	-1	-26	i	i	i	4	i
CC1(C)OC(=O)N(c2ccccn2)C1(C)O (stereo not drawn)	i	i	0.2	-2	0	-26	i	i	i	6	i
O=C(Nc1nc2ccccc2s1)C1CC(=O)N(c2ccc(Br)cc2)C1 (stereo not drawn)	i	i	-0.2	22	3	-2	i	i	i	6	i
CCCc1ccc2oc(C(=O)NCc3nnc(C)o3)c(C)c2c1	i	i	3.9	-2	0	-110	i	i	i	-128	i
CCOc1ccc(CCNC(=O)Nc2cccc(OC)c2)cc1OCC	i	i	0.7	6	1	-41	i	i	i	-9	i
CC1=NOC(=O)/C1=C\c1ccc(-c2ccc(Cl)cc2Cl)o1	i	i	-1.8	70*	-17	-19	i	i	i	2	/
CC1(C)Cc2c(cnn2-c2ccccc2)C(=O)/C1=N\NC(=O)c1ccccc1O	i	i	-0.5	27	1	-10	i	i	i	2	i
O=C(Nc1ccc(Cl)cc1)N1CCCN(Cc2ccc(F)cc2)C1	i	i	-0.3	9	10	12	i	i	i	10	i
C/C(Cl)=C\Cn1c(O)c(N=O)c2ccccc21	i	i	-0.4	-13	10	-27	i	i	i	24	i
CSc1ccccc1NC(=O)CN(c1cc(C)cc(C)c1)S(C)(=O)=O	i	i	-0.6	-3	-2	-2	i	i	i	33	i
C/C(=N\Nc1ccc(S(=O)(=O)Nc2ccc(Cl)cc2)cc1[N+](=O)[O-])c1ccc(N2CCOCC2)cc1	i	i	0.2	16	-3	-27	i	i	i	-7	i
CCc1ccccc1NC(=O)C1C(c2ccccc2)C1(Cl)Cl (stereo not drawn)	i	i	-0.7	20	-3	13	i	i	i	-7	i
COc1ccc(OCCOCC(O)CN2CCOCC2)cc1 (stereo not drawn)	i	i	-0.1	-2	-5	10	i	i	i	-5	i
COc1ccc(CCNC(=O)C2CCN(c3nccc(C)n3)CC2)cc1	i	i	-0.9	-6	0	-36	i	i	i	13	i
COC(=O)C(C)n1cnc2c(cnn2-c2ccc(Cl)cc2)c1=O (stereo not drawn)	i	i	1.1	-3	-3	-19	i	i	i	-55	i
COc1ccc(C(=O)NCC(=O)NCC(=O)OCC(=O)c2ccc(C)cc2)cc1	i	i	-0.2	8	7	-17	i	i	i	15	i

Some entries already given, reduced to MrgX1 antagonist, HIF activator and TRPC4 agonist.
SMILES,MrgX1 antagonist,HIF activator,TRPC4 agonist
CC1(C)Cc2c(cnn2-c2ccccc2)C(=O)/C1=N\NC(=O)c1ccccc1O,i,-0.5,i
O=C(Nc1ccc(Cl)cc1)N1CCCN(Cc2ccc(F)cc2)C1,i,-0.3,i
C/C(Cl)=C\Cn1c(O)c(N=O)c2ccccc21,i,-0.4,i
CSc1ccccc1NC(=O)CN(c1cc(C)cc(C)c1)S(C)(=O)=O,i,-0.6,i

(further entries)
SMILES	TRPC4 agonist	TRPC4 inh	HIF activator	SKKanGAS inh	IEC-6 tox	KLF5 inh	TRPC4 potent	TRPC6 activator	TRPC6 inh	aSyn 5UTR inh	MrgX1 antagonist
O=C1C(Cc2ccccc2)C(c2ccccc2)N1c1ccccc1 (stereo not drawn)	i	i	-0.2	25	-4	-4	i	i	i	-6	i
Cc1cc(C)c2cc(C=O)c(Cl)nc2c1	i	i	0.1	/	6	-12	i	i	i	-7	i
COc1ccc(NC(=O)N(Cc2ccc(C)cc2)Cc2cccnc2)c(OC)c1	i	i	-0.1	-8	-10	-12	i	i	i	27	i
Cc1onc(NC(=O)CSCC(=O)O)c1Br	i	i	-0.2	7	-4	-16	i	i	i	7	i
Cc1ccc(NS(=O)(=O)c2cccc(C(=O)NCC3CCCO3)c2)cc1 (stereo not drawn)	i	i	0.3	-3	/	/	i	i	i	2	i
COc1ccc(CNC(=S)Nc2ccc3nc(N4CCN(C)CC4)cc(C)c3c2)cc1	i	i	1.0	7	9	-20	i	i	i	-25	i
O=C(CCl)Nc1ccccc1C(=O)NCc1ccccc1	i	i	-2.1	-3	3	-17	i	i	i	-25	i
Cc1cc(S(=O)(=O)N2CCCCC2)ccc1OCC(=O)Nc1ccccc1	i	i	0.0	6	1	-12	i	i	i	6	i
CC(C)[C@H](NC(=O)N1CC(=O)Nc2ccccc21)C(=O)N[C@H](C(=O)O)c1ccccc1	i	i	-0.6	2	2	-37	i	i	i	8	i
COc1ccc(NC(=O)C2CCCN2C(=O)NCc2ccccc2)cc1OC (stereo not drawn)	i	i	-0.8	1	-8	-4	i	i	i	12	i
CCOC(=O)c1c(NC(=O)CSc2nnnn2-c2ccc3c(c2)OCCO3)sc(C)c1C	i	i	/	6	-9	-10	i	i	i	3	i
COc1cc(/C=C2/SC(=S)N(CC(=O)Nc3cccnc3)C2=O)cc(OC)c1OC	i	i	0.1	8	3	5	i	i	i	2	i

Random excerpt: 2 compounds from above.
SMILES	TRPC4 agonist	TRPC4 inh	HIF activator	SKKanGAS inh	IEC-6 tox	KLF5 inh	TRPC4 potent	TRPC6 activator	TRPC6 inh	aSyn 5UTR inh	MrgX1 antagonist
O=C1C(Cc2ccccc2)C(c2ccccc2)N1c1ccccc1 (stereo not drawn)	i	i	-0.2	25	-4	-4	i	i	i	-6	i
Cc1cc(C)c2cc(C=O)c(Cl)nc2c1	i	i	0.1	/	6	-12	i	i	i	-7	i

(continued)
SMILES	TRPC4 agonist	TRPC4 inh	HIF activator	SKKanGAS inh	IEC-6 tox	KLF5 inh	TRPC4 potent	TRPC6 activator	TRPC6 inh	aSyn 5UTR inh	MrgX1 antagonist
CCCCn1c(O)c(/C=C/C=C/C=Nc2ccccc2)sc1=S	i	i	-9.3	24	-5	-12	i	i	i	-43	i
S=C1N(c2ccccc2)C(c2ccc(Br)cc2)N2CCCN12 (stereo not drawn)	i	i	-0.1	1	6	10	i	i	-10*	-20	i
O=c1[nH]nc(-c2ccc(F)cc2)cc1Cc1cccs1	i	i	-0.9	-7	6	-11	i	i	i	27	i
COc1ccccc1C(=O)N/N=C(\C)c1ccc(NC(=O)C2CC2)cc1	i	i	0.9	3	4	-1	i	i	i	-7	i
O=C(COc1ccc(F)cc1)Nc1nnc(-c2ccncc2)s1	i	i	0.6	2	2	-32	i	i	i	-7	i
O=C(NC(=S)Nc1cccc(Cl)c1N1CCOCC1)c1cccs1	i	i	-0.4	13	5	-23	i	i	i	12	i
O=C(CSc1nnc(Cc2ccccc2)o1)NC1CCCCC1	i	i	/	4	8	-30	i	i	i	15	i
Cc1ccc(/C=N/N2C(=O)C3C(C2=O)C2C=CC3C23CC3)o1 (stereo not drawn)	i	i	/	-9	3	-3	i	i	i	-9	i
Cc1ccc(Nc2ncnc3sccc23)c(C)c1	i	i	3.5	0	-8	-52	i	i	i	-29	i
NC(=NC(=O)c1ccc(OC(F)(F)F)cc1)c1ccc(C(F)(F)F)cn1	i	i	-0.7	-2	4	-11	i	i	i	-27	i
COc1cc2c(cc1OC)C1Cc3ccc(OC)c(OC)c3C[N+]1([O-])CC2 (stereo not drawn)	i	i	-0.1	0	/	/	i	i	i	-8	i
C=CCOc1ccc(/C=C/C(=O)OCC(=O)NCc2ccco2)cc1	i	i	-1.3	-11	/	/	i	i	i	-7	i
O=C(NCC1CC1)C1(C(F)(F)F)CC(CCc2ccccc2)CCCO1 (stereo not drawn)	i	i	1.6	4	/	/	i	i	i	6	i
Cc1ccc(S(=O)(=O)N(CC(=O)Nc2ccc(C)c(Cl)c2)C(=O)N2CCN(C)CC2)cc1	i	i	-1.1	0	/	/	i	i	i	14	/
COCC(C)n1c(COc2ccccc2F)nnc1SCC(=O)Nc1oc(C)c2c(C)n[nH]c(=O)c12 (stereo not drawn)	i	i	-0.3	10	/	/	i	i	i	4	i
O=S(=O)(/N=C(\Nc1ccc(F)cc1)C(F)(F)F)c1ccccc1	i	i	0.2	-2	-7	9	i	i	i	1	i
O=C(O)c1cn(Cc2cccnc2)c(=O)c2ccccc12	i	i	-0.4	2	0	-28	i	i	i	-8	i
Cc1cc(C)nc(SCc2nc3ccccc3n2C)n1	i	i	-2.2	-2	-2	-72	i	i	i	-40	i
COc1ccc(CNCc2ccccc2C(F)(F)F)cc1	i	i	1.1	-4	-2	-29	i	i	i	7	i
Nc1nnc(CC(=O)N/N=C/c2ccc(-c3ccccc3Cl)o2)s1	i	i	-0.2	-8	-3	-8	i	i	i	5	i
Cn1cnc(S(=O)(=O)Nc2ccccc2N2CCOCC2)c1	i	i	-0.6	-1	2	-19	i	i	i	16	i
O=C(NCCC1CCCCN1S(=O)(=O)c1ccccc1)C(=O)NCc1ccncc1 (stereo not drawn)	i	i	-0.4	-9	/	/	i	i	i	30	i
Cc1ccccc1CN1CCN(CC(=O)NC(C)c2ccccc2)CC1 (stereo not drawn)	i	i	-1.2	5	-6	12	i	i	i	-19	i
O=c1oc(-c2cccc([N+](=O)[O-])c2)nc2ccccc12	i	i	-0.4	4	-3	-39	i	i	i	-9	i
O=C(CCc1nnc2ccc(N3CCCCC3)nn12)NCC1CCN(Cc2ccc(F)cc2)CC1	i	i	0.4	2	0	-8	i	i	i	24	i
COc1ccc(Br)cc1CN1CCN(C(=O)c2ccc(OC)c(OC)c2)CC1	i	i	-0.5	1	0	-16	i	i	i	39	i
COc1cc(/C=N/Nc2ccccc2C(F)(F)F)ccc1O	i	i	1.9	-7	-2	-37	i	i	i	-55	i

Compound activity (PubChem)
